Screens: PubChem, Small Molecule Screening Facility, UW Madison
RMI-FANCM inh: blocks RMI1/RMI2 complex binding to FANCM MM2 peptide; Fluorescence polarization, RMI core complex with F-MM2 peptide; active compounds read low; FP signal (polarization) at 33 µM; 0.58% of 70,000 active; in the data active means FP signal below about 40; further: inactives centre near 61; strong numbers were not always called active; unit not given here
Active calls of the source: *; & = joins results of further samples. The list is partial (hit frequency here may not be typical).

SMILES	RMI-FANCM inh
O=C(O)COCC(=O)Nc1ccc(I)cc1	55
O=C(Cn1nc2ccc(SCc3ccc(Cl)cc3)nn2c1=O)Nc1ccc2c(c1)OCO2	88
O=C(C1CC1)N1CCc2ccc(NS(=O)(=O)c3cc(F)ccc3F)cc2C1	66
CCN1C(=O)Cc2cc(NC(=O)COc3ccccc3F)ccc21	72
N#C/C(=C\c1cccn1S(=O)(=O)c1ccccc1)C(=O)c1ccccc1	57
Cn1c(=O)[nH]c(=O)c2c1nc(Br)n2CCSc1nc2ccccc2s1	58
Cc1ccc(C(=O)Nn2c(O)c(C=C3N=c4ccccc4=N3)sc2=S)cc1	69
CCOC(=O)CC(=O)c1ccc([N+](=O)[O-])cc1	62
C=CCn1c(=NC(=O)CN2C(=O)CCC2=O)sc2cccc(C)c21	68
COc1ccc(-c2nnc3ccc(OCCNC(=O)C4CCCC4)nn23)cc1	70
N#C/C(N)=C(\C#N)N=Cc1ccc(Cl)cc1	56
O=C(c1ccccc1)N1CCc2ccc(NS(=O)(=O)c3ccc(Cl)cc3)cc2C1	63
CCOC(=O)N/N=C(/C)c1ccc(O)cc1	55
COc1ccc(-c2ccc(=O)n(CCCC(=O)NC(C)c3ccccc3)n2)cc1 (stereo not given)	76
Clc1ccc(CSc2nccn3nc(-c4ccccc4)cc23)cc1	67
COc1ccc(CC(=O)Nc2ccc3c(c2)CN(C(=O)c2ccco2)CC3)cc1	68
Nc1c(-c2ccccc2)nc2ccccn12	58
COc1ccc(C(OC(=O)c2ccccc2F)c2nccc3ccccc23)cc1 (stereo not given)	60
COc1ccc(OC)c(-c2nnc(NC(=O)COc3ccc(F)cc3)o2)c1	64
COc1ccc(N2CC(NC(=O)CC(c3ccccc3)c3ccccc3)CC2=O)cc1 (stereo not given)	67
COCCN1CCC(CNC(=O)C(=O)Nc2cccc(Cl)c2C)CC1	78
COc1ccc(NC(=O)CN2CCC(C(=O)NCc3ccco3)CC2)c(OC)c1	53
COc1ccc(OCCN)cc1	52
O=C(CN1C(=O)/C(=C/c2ccc(Cl)cc2)SC1=S)NCCc1c[nH]c2ccccc12	64
CCN1CCN(CC(O)COc2ccc(C34CC5CC(CC(C5)C3)C4)cc2)CC1 (stereo not given)	82
CN(C)/C=C/C=C/C=C1C(c2ccccc2)=C(c2ccccc2)C(c2ccccc2)=C1c1ccccc1	58
COc1ccc(C)cc1NC(=O)CN1CCCN(Cc2cc(C)ccc2C)S1(=O)=O	68
O/N=C(/CN1CCCCC1)c1ccccc1	57
CS(=O)(=O)c1ccc2nc(N3CCN(C(=O)C4CC4)CC3)sc2c1	53
Cc1cc(C(=O)Nc2c3c(nn2-c2nc4ccccc4s2)CCC3)no1	64
Cc1ccc(-c2cc(=O)n(CC(=O)N3CCN(CCc4ccccc4)CC3)cn2)cc1	65
CC(C)CCN1C(=O)C(C)(C)COc2ccc(NS(C)(=O)=O)cc21	67
COCCN1CCC(CNC(=O)C(=O)Nc2cccc(SC)c2)CC1	74
Cc1ccc2c(C(=O)O)cc(-c3ccc4c(c3)OCO4)nc2c1	58
Cc1cc(C)c2sc(NC(=O)c3ccc([N+](=O)[O-])o3)nc2c1	70
Cc1c(NC(=S)NC(=O)C2CCCCC2)c(=O)n(-c2ccccc2)n1C	61
COc1cccc(CSc2nc(CC(=O)NCCC3=CCCCC3)cc(=O)[nH]2)c1	61
O=C(COc1cc(Cl)c(Cl)cc1Cl)N/N=C\c1cn(-c2ccccc2)nc1-c1ccccc1	56
CCOC(=O)c1c(-c2ccc(C)c(C)c2)csc1NC(=O)CCSc1nc2sc3c(c2c(=O)n1-c1ccccc1)CCC3	71
C=CCn1c(-c2ccc(O)cc2)n[nH]c1=S	55
COc1ccc(CC(=O)NCC(c2ccsc2)N2CCCC2)cc1OC (stereo not given)	65
O=C(NNC(=O)c1cccc(C(F)(F)F)c1)c1ccncc1	54
CCCCC(=O)Nc1nnc(-c2ccc(C(F)(F)F)cc2)o1	72
CCC(=O)NCCn1ncc2c(N3CCCCC3)nc(SC)nc21	65
COc1cc(Br)c(C2NC(=O)NC(C)=C2C(=O)Nc2ccc(F)cc2)cc1OC (stereo not given)	63
O=C(CSc1nnc(CNC(=O)c2cccs2)o1)Nc1ccc(OC(F)(F)F)cc1	65
O=C(CC1CCCCN1S(=O)(=O)c1cccs1)Nc1nc2ccccc2s1 (stereo not given)	69
COc1ccc(C(=O)/C=C\c2cn(-c3ccccc3)nc2-c2cccs2)cc1	61
O=C(O)c1ccc(NS(=O)(=O)c2cc3c4c(cccc4c2)C(=O)NC3=O)cc1	47
Fc1ccc(-n2nnc3c(SCc4ccccn4)ncnc32)cc1	72

A different layout for 2 compounds above:
O=C(CC1CCCCN1S(=O)(=O)c1cccs1)Nc1nc2ccccc2s1 (stereo not given)
  RMI-FANCM inh: 69
COc1cc(Br)c(C2NC(=O)NC(C)=C2C(=O)Nc2ccc(F)cc2)cc1OC (stereo not given)
  RMI-FANCM inh: 63

New compounds follow.
SMILES	RMI-FANCM inh
CC1=C(C(=O)Nc2ccccc2)C(c2ccccc2)n2c(s/c(=C/c3ccc(C)o3)c2=O)=N1 (stereo not given)	98
Cc1c(-c2ccn[nH]2)cnn1-c1c(Cl)cc(Cl)cc1Cl	53
CC(=O)Nc1ccc(S(=O)(=O)NCc2cc(F)cc3c2OCOC3)cc1Cl	57
Cc1cc(Cl)cc(Br)c1OCC(O)CNCc1ccccc1 (stereo not given)	71
O=c1c2nc(N3CCOCC3)sc2c(-c2ccccc2)nn1Cc1ccc(Cl)cc1Cl	62
CCCn1c(SCC(=O)N(c2ccccc2)C(C)C)nc2ccccc21	61
Cc1ccc(S(=O)(=O)Nc2ccc3c(c2)N(C(=O)C2CC2)CC3)s1	68
Cc1csc2ncc(C(=O)N(Cc3ccccc3)c3ccccn3)c(=O)n12	62
COc1ccc(C(=O)Nc2nc(-c3cc(C)ccc3C)cs2)cc1OC	66
COc1ccc(-c2ccc(NC(=O)Nc3cccc(Cl)c3)cc2)nn1	100
Cn1c(=O)cc(O)c2ccccc21	56
CCOC(=O)c1ccc2nc(C(F)(F)F)cc(N3CC(C)CC(C)C3)c2c1 (stereo not given)	54
N#Cc1ccc(C=Nc2ccc(Cl)cc2)cc1	60
COc1ccc(S(=O)(=O)Nc2cccc(C(=O)Nc3ccc4sccc4c3)c2)cc1	60
Cc1nnc(NC(=O)Cc2csc(Nc3ccc(F)cc3)n2)s1	64
CC(C)C(=O)N1CCCc2ccc(NC(=O)OCc3ccccc3)cc21	70
O=S(=O)(Nc1ccccn1)N1CCOCC1	61
Cc1cc(C(=O)N(CC2CCCO2)c2nc3c(F)cccc3s2)nn1C (stereo not given)	59
COc1ccccc1-c1ccc(N2CCC(C(=O)Nc3ccc(C(C)=O)cc3)CC2)nn1	97
O=C(CSc1nnc(NC(=O)c2cc(Cl)ccc2[N+](=O)[O-])s1)Nc1ccccc1C(F)(F)F	64

Next part; it opens with the 7 that closed the last part.
SMILES	RMI-FANCM inh
COc1ccc(S(=O)(=O)Nc2cccc(C(=O)Nc3ccc4sccc4c3)c2)cc1	60
Cc1nnc(NC(=O)Cc2csc(Nc3ccc(F)cc3)n2)s1	64
CC(C)C(=O)N1CCCc2ccc(NC(=O)OCc3ccccc3)cc21	70
O=S(=O)(Nc1ccccn1)N1CCOCC1	61
Cc1cc(C(=O)N(CC2CCCO2)c2nc3c(F)cccc3s2)nn1C (stereo not given)	59
COc1ccccc1-c1ccc(N2CCC(C(=O)Nc3ccc(C(C)=O)cc3)CC2)nn1	97
O=C(CSc1nnc(NC(=O)c2cc(Cl)ccc2[N+](=O)[O-])s1)Nc1ccccc1C(F)(F)F	64
COc1ccc(Oc2nc(-c3ccccc3)ns2)cc1	54
COC(=O)c1cccc(NC(=S)NC(=O)c2ccco2)c1	51
CCCNC(=O)Cc1ccc(-n2c(=O)c3ccccc3n(CC(=O)NCc3ccco3)c2=O)cc1	61
O=C(CSc1nc(-c2ccc(Cl)cc2)cs1)NCc1ccc(C(=O)O)cc1	77
Cc1oc(-c2ccc(Cl)cc2)nc1COC(=O)c1nnn(-c2ccc(Br)cc2)c1C	71
CN1CCc2cc(C(CNC(=O)NC3CCCCC3)N3CCOCC3)ccc21 (stereo not given)	60
Cc1cccc(S(=O)(=O)N2CCN(c3ccccc3)CC2)c1	49
COc1c(C(=O)NCc2ccc(Cl)cc2)csc1Cl	63
Cc1cccc(NC(=O)c2ccc(-c3ccccc3)s2)c1C(=O)O	67
O=C(Cn1cc(S(=O)(=O)Cc2ccccc2F)c2ccccc21)Nc1ccc2c(c1)OCO2	52
CO/N=C(/C(=O)NC1C(=O)N2C(C(=O)O)=C(COC(C)=O)CSC12)c1csc(N)n1 (stereo not given)	59
Cc1ccc(-c2ccc(/C=C(\C#N)c3nc4ccccc4c(=O)[nH]3)o2)c([N+](=O)[O-])c1	67
CN(C)/N=C\c1ccc([N+](=O)[O-])o1	50
COC(=O)Cn1c(=O)sc2ccccc21	60
Cc1cc(S(=O)(=O)c2ccc(Cl)c(Cl)c2)cc(C)c1F	49
CC(=O)Nc1ccc(S(=O)(=O)NCCn2nc(C)cc2C)cc1	65
COc1ccc2nc(-c3ccc(NC(=O)CC(c4ccccc4)c4ccccc4)cc3)cn2n1	84
O=C(Nc1nc2c(Cl)c(Cl)ccc2s1)c1ccco1	61
O=C(Nc1nc(-c2ccc(F)cc2)cs1)c1ccc(S(=O)(=O)N2CCOCC2)cc1	61
O=C(CCCSc1ccc(F)cc1)Nc1nnc(Cc2cccs2)o1	68

Overlap with the part before: two entries, followed by the next part.
SMILES	RMI-FANCM inh
O=C(Nc1nc(-c2ccc(F)cc2)cs1)c1ccc(S(=O)(=O)N2CCOCC2)cc1	61
O=C(CCCSc1ccc(F)cc1)Nc1nnc(Cc2cccs2)o1	68
O=C(CN1C(=O)c2ccccc2C1=O)NCc1ccc2c(c1)OCO2	54
O=C(CCN1CCOCC1)N/N=C\c1ccc(OC(=O)c2cccnc2)cc1	59
CC1=C(C(N)=O)C(c2cccc(Cl)c2Cl)NC(=S)N1 (stereo not given)	59
Cc1ccc2c(CC(=O)NCc3ccccn3)cc(=O)oc2c1	64
COc1ccc(OC)c(/C=C(\C#N)c2nc(-c3cccs3)cs2)c1	-28
O=C(CSc1nc2c(oc3ccccc32)c(=O)n1Cc1cccs1)NCc1ccc(F)cc1	53
CCOC(=O)C1CCN(c2ccc(C(C)=O)cc2N)CC1	60
Cc1n[nH]c(C)c1S(=O)(=O)N1CCC(c2nnc(-c3ccco3)o2)CC1	58
O=C(NC1Cc2ccccc2C1)c1ccc(Oc2cc(Cl)cc(Cl)c2)o1	61
CN(Cc1ccco1)S(=O)(=O)c1ccc(C(=O)NCc2ccccc2)cc1	55
Cn1nccc1C(=O)Nc1nnc(-c2ccc3c(c2)OCO3)o1	67
Cn1c(=O)c2ccc(C(=O)NC3CCCC3)cc2n2c(SCc3ccccc3F)nnc12	117
O=[N+]([O-])c1ccc(Cl)c(S(=O)(=O)Nc2ccc(N=Nc3ccccc3)cc2)c1	59
CC(=O)N1CCN(C(=O)CCc2csc(NC(=O)Nc3ccccc3)n2)CC1	61
CCCCNC(=O)/C(C#N)=C/N1CCN(c2cccc(C(F)(F)F)c2)CC1	77
Cc1nc2ccc3nc(NC(=O)/C=C/c4ccccc4)sc3c2s1	52
Cc1ncc(CSc2nccc(=O)[nH]2)c(CO)c1O	56
CCOC(=O)N1CCN(C(=O)CSc2c(C)cnc3c2c(=O)n(C)c(=O)n3C)CC1	59
Cc1ccc(NC(=O)NC2CC(=O)N(c3ccc4c(c3)OCCO4)C2)cc1F (stereo not given)	53
CCOC(=O)CNC(=O)CSc1nc(-c2ccccc2)ns1	61
Cc1csc(NC(=O)C2CCCN(c3ccc(-c4ccc(Cl)cc4)nn3)C2)n1 (stereo not given)	77
COC(=O)[C@H]1[C@H]2C[C@@H]3c4[nH]c5cc(OC)ccc5c4CCN3C[C@H]2C[C@@H](OC(=O)c2cc(OC)c(OC)c(OC)c2)[C@@H]1OC	59&56
Cc1cc2c(=O)[nH]nc(N)c2c(=O)[nH]1	59
CCCc1nn(C)c2c(=O)[nH]c(-c3cc(S(=O)(=O)N4CCN(C)CC4)ccc3OCC)nc12	63
Cc1c(O)ccc(C(=O)CN2CCN(Cc3ccccc3)CC2)c1O	44
COc1cccc(N2CC(c3nc4ccccc4n3CC(O)COc3cc(C)cc(C)c3)CC2=O)c1 (stereo not given)	59
Cc1csc2scc(C)c12	53
COc1cccc(NC(=O)CSc2nc(CC(=O)N3c4ccccc4CC3C)cs2)c1 (stereo not given)	64
O=C(Cc1cccs1)N1CCN=C1SCc1ccc([N+](=O)[O-])cc1	60
COc1cc(C2SCCS2)cc(Br)c1O	54

By substructure, those above containing a CF3 group (6)
SMILES	RMI-FANCM inh
O=C(NNC(=O)c1cccc(C(F)(F)F)c1)c1ccncc1	54
CCCCC(=O)Nc1nnc(-c2ccc(C(F)(F)F)cc2)o1	72
O=C(CSc1nnc(CNC(=O)c2cccs2)o1)Nc1ccc(OC(F)(F)F)cc1	65
CCOC(=O)c1ccc2nc(C(F)(F)F)cc(N3CC(C)CC(C)C3)c2c1 (stereo not given)	54
O=C(CSc1nnc(NC(=O)c2cc(Cl)ccc2[N+](=O)[O-])s1)Nc1ccccc1C(F)(F)F	64
CCCCNC(=O)/C(C#N)=C/N1CCN(c2cccc(C(F)(F)F)c2)CC1	77

Remaining list, next part
SMILES	RMI-FANCM inh
O=C(CC(NCCc1ccccc1)C(=O)O)Nc1ccc(Cl)cc1 (stereo not given)	56
CNC(=S)N1N=C(c2ccc(C)cc2)CC1c1cc(OC)ccc1OC (stereo not given)	99
COc1ccc(OC)c(-c2cc3ccc(O)c(CN4CCN(C)CC4)c3oc2=O)c1	37*
CCOc1ccc2c(c1)sc(=NC(=O)c1ccc(S(=O)(=O)N3CCCCCC3)cc1)n2C	61
c1ccc2[nH]c(-c3cscn3)nc2c1	64&63
Cc1nc(NC(=O)c2nc3ccccc3s2)sc1C	66
CN1C(=O)C(C)(C)COc2ccc(NC(=O)c3ccc(Cl)cc3)cc21	67
CCOCCn1c(=NC(=O)C(C)C)sc2cc(NC(C)=O)ccc21	58
O=C1N=C(N2CCN(c3ccccc3[N+](=O)[O-])CC2)S/C1=C/c1cccs1	18*
O/N=C\c1sccc1Oc1ccccc1	60
O=C(CC1SC(=Nc2ccccc2)N(c2ccccc2)C1=O)Nc1ccccc1OC(F)F (stereo not given)	59
O=C(O)CCCNS(=O)(=O)c1cccs1	56
O=C(Nc1ccc(F)cc1)N1CCCC(c2nnc(-c3cccs3)o2)C1 (stereo not given)	62
